Assay outcomes from PubChem BioAssay.
ALOX15 inhib: blocks human 15-lipoxygenase activity. P16050. purified 15hLO-1, xylenol orange hydroperoxide absorbance. Potency, µM (titrated, usually from 57.1 µM), for the others: at the top dose activity change, negative = inhibition, actives largely listed as inhibitors. 1.4% of 74,000 active. AID 887; also: potency is read from the fitted curve at half-maximal effect; % is scaled to controls: 0 for no effect and ±100 for the full control effect; nearly all actives have a fitted effect of over 55% in size
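40 nM 15hLO-1 + cpd, 15 min RT; start w/ 50 uM AA (final), 6 min RT; stop/detect w/ 200 uM XO + 300 uM Fe(II) in 50 mM H2SO4, 30 min; A573/A405. Buffer 25 mM Hepes pH 7.5, 0.01% Triton X-100. No-enzyme wells as negative control.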
HADH2 inhib: inhibitors of human HADH2 dehydrogenase | Q99714 | recombinant HADH2, NADH fluorescence, beta-hydroxybutyryl-CoA | Potency, µM (series often up to 57.1 µM), for the others: top-dose activity change, negative = inhibition, most hits filed as inhibitors | 3.4% of 73,000 active; also: potency is read from the fitted curve at half-maximal effect; % is scaled to controls: 0 for no effect and ±100 for the full control effect; nearly all actives have a fitted effect of over 60% in size; many of its hits are not listed in these tables
Target sequence (Q99714 whole entry, looked up, one chain of several): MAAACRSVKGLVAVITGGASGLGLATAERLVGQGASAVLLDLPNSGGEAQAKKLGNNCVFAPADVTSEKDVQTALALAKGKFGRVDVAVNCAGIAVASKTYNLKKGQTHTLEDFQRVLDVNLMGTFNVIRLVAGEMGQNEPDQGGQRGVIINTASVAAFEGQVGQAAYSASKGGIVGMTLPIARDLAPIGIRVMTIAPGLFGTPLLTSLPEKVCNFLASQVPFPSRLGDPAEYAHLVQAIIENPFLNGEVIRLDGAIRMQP
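His-tagged recombinant enzyme from E. coli, 20 nM, preincubated 15 min RT with compound; reaction started with 1 mM NAD+ and 90 uM beta-hydroxybutyryl-CoA in 100 mM Tris-HCl pH 9.0. NADH fluorescence (ex 360/em 450) read over 4 min; last-minus-first difference.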
Texas Red fluor: Texas Red region autofluorescence; Compound fluorescence, Texas Red channel, 547/618 nm; hits give high values; max dye-equivalent concentration, M; 0.06% of 59,000 active; in the data active = max dye-equivalent concentration above about 10 nM; inconclusive = between about 1.1 nM and that limit
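Dye-equivalent concentrations come from scaling compound signal (ex 547, em 618 nm) to six Texas Red standard concentrations run on every plate, after 15 min room-temperature incubation in pH 8.0 Tris (100 mM).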
Rhodamine autofl: compound fluoresces in the rhodamine spectral region. Rhodamine-region fluorescence, 547/598 nm, Tris buffer; hits give high values. max dye-equivalent concentration, M. 0.05% of 59,000 active. AID 594; in the data active = max dye-equivalent concentration above about 11 nM; inconclusive = between about 1.1 nM and that limit
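Compound fluorescence in 100 mM Tris, pH 8.0, read after 15 min at room temperature with 547 nm excitation and 598 nm emission. Output is dye-equivalent concentration from an on-plate rhodamine standard series.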
ERK AVP block: inhibitors of vasopressin-stimulated ERK signaling pathway; HEK293-V1b, vasopressin-stimulated pERK AlphaScreen; 0.99% of 72,000 active; Potency, µM (series often up to 57.5 µM), without a hit: at the highest dose activity, negative = inhibition, most hits filed as inhibitors; also: potency is read from the fitted curve at half-maximal effect; % is scaled to controls: 0 for no effect and ±100 for the full control effect; nearly all actives have a fitted effect of over 55% in size
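HEK293 cells stably expressing V1b receptor, seeded overnight in 1% FBS, were treated with compounds for 30 min at 37C, then stimulated 5 min with 25 nM vasopressin; phospho-ERK read by AlphaScreen SureFire after lysis.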
HBB splicing: hemoglobin beta splicing modulation; Potency, µM (top dose mostly 46.1 µM), without a hit: at the top dose activation, hits mostly activators; HBB splicing reporter cell assay, activation; EGFP reporter with mutant IVS2-654 intron; response scale: normalised to 500 nM splice-correcting PNA; 0.06% of 65,000 active; AID 925; also: potency is read from the fitted curve at half-maximal effect; 0% is about no effect
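HeLa cells stably expressing EGFP interrupted by mutant beta-globin intron 2 (IVS2-654), 500/well in 2% FCS. Treated with compound for 2 days at 37C. Splicing correction scored as total well GFP intensity (488 nm excitation, 500-520 nm emission); 500 nM antisense PNA served as control.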
Hsp90 Hop PPI: changes Hsp90-Hop TPR2A binding signal, up or down; AlphaScreen TPR2A-His6 binding biotin-Hsp90 C-terminal peptide; Potency, µM (highest dose often 57 µM), for the others: at the top dose activity change, negative = inhibition; 0.44% of 71,000 active; AID 595; active = well fitted curve in either direction with a large enough effect; inconclusive = small, poorly fitted or top-dose-only effect, or another doubt; also: potency is read from the fitted curve at half-maximal effect; % is scaled to controls: 0 for no effect and ±100 for the full control effect; many of its hits are not listed in these tables
Tau filament bind: tau filament binding; P10636; recombinant tau filaments, thioflavin S fluorescence, 15 h; filaments grown with octadecylsulfate alongside compound; Potency, µM (doses to about 57.1 µM), inactives show at the highest dose activity change, negative = inhibition; 2% of 71,000 active; AID 596;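 also: potency is read from the fitted curve at half-maximal effect; % is scaled to controls: 0 for no effect and ±100 for the full control effect; actives lower thioflavin S fluorescence by blocking filaments or displacing dye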
Target sequence (P10636 whole entry, looked up): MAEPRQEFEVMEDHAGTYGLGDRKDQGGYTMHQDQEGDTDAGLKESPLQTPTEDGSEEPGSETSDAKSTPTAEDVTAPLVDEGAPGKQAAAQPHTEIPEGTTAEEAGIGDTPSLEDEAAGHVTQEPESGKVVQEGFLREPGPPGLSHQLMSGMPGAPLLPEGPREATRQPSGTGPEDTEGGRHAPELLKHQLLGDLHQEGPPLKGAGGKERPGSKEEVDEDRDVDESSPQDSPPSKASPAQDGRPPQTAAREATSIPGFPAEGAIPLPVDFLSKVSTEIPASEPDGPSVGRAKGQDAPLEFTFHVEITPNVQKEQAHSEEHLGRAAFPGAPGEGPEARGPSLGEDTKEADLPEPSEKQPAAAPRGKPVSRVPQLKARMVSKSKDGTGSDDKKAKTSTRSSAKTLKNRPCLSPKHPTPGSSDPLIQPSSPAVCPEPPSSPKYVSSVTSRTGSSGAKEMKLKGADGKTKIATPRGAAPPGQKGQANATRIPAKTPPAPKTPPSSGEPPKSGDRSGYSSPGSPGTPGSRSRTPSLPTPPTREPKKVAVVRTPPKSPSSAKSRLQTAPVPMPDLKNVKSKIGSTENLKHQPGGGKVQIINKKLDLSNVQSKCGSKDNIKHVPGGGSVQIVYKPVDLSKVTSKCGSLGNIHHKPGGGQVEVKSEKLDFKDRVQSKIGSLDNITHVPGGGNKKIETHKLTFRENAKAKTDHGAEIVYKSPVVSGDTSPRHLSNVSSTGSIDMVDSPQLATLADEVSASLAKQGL
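Thioflavine S fluorescence (ex 450, em 510 nm) reports filaments formed from 1 uM human tau plus 30 uM ODS over 15 h at 37 C (10 mM HEPES pH 7.4, 100 mM NaCl, 5 mM DTT); compounds displacing dye or blocking filaments lower signal.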
FLuc inh: blocks Photinus pyralis firefly luciferase activity; purified firefly luciferase, luminescence, 8 min; AID 411; 2.2% of 72,000 active; Potency, µM (doses to about 57.1 µM), inactives show at the top dose activity change, negative = inhibition, most hits filed as inhibitors; P08659; also: potency is read from the fitted curve at half-maximal effect; % is scaled to controls: 0 for no effect and ±100 for the full control effect; nearly all actives have a fitted effect of over 40% in size
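Compounds were tested as concentration series (qHTS) against purified P. pyralis luciferase with luciferin and 10 uM ATP in 50 mM imidazole pH 7.2, 50 mM KCl, 7 mM MgCl2, 0.01% Tween 20, 0.05% BSA. Luminescence was read after 8 min at ambient temperature.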
CRE-bla Fsk: CRE-bla signaling modulation under forskolin stimulation | CHO CRE-bla reporter (cAMP response element driving beta-lactamase), forskolin EC10, beta-lactamase ratio | Potency, µM (doses to about 38.2 µM), without a hit: top-dose activity change, negative = inhibition, most hits filed as activators | 2.5% of 71,000 active; active = well fitted activation curve with a large enough effect in the signal ratio, with a control signal flat, not every such curve was filed as active; inconclusive = small, poorly fitted or top-dose-only effect, or effect the other way, or a change in a side signal; the % refers to the signal ratio; also: potency is read from the fitted curve at half-maximal effect; % of control where 0% means no effect
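Cells were plated overnight at 37 °C, exposed to compound titrations plus EC10 NKH 477 for 3 h, then given CCF4 dye for 2 h at room temperature. Blue/green (460/530 nm) ratio was converted to %Activity and AC50 values calculated.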
DNA Pol III inh: blocks replication by bacterial DNA polymerase III holoenzyme; reconstituted DNA polymerase III holoenzyme replication, biochemical; Potency, µM (highest dose often 57.1 µM), for inactives: at the highest dose activity change, negative = inhibition; AID 603; 0.25% of 71,000 active; also: potency is read from the fitted curve at half-maximal effect; % is scaled to controls: 0 for no effect and ±100 for the full control effect
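Reconstituted *E. coli* holoenzyme (0.35 nM Pol III, 1 nM beta, 154 nM SSB, 2 nM primase) was preincubated with compound for 15 min at RT. Synthesis on 1.4 nM ssM13Gori ran 35 min, then was stopped with PicoGreen/EDTA and read as dsDNA fluorescence.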
* marks the source's active call; other numbers are inactive results; i = inactive; ? = inconclusive; / = no result given; [ ] = dose if it differs, or a comment. Unless noted, calls follow the shape of the dose curve; as a rule, active = well fitted curve in the direction sought with a large enough effect; inconclusive = small, poorly fitted or top-dose-only effect, or another doubt; inactive = no such curve, though single readings can be large; an effect the other way counts as inactive or inconclusive. This is a subset. The share of hits here may be higher or lower than overall.

item	canonical_smiles	ALOX15 inhib	HADH2 inhib	Texas Red fluor	Rhodamine autofl	ERK AVP block	HBB splicing
1	COc1ccccc1NC(=O)C1=C(C)Nc2nnnn2C1c1cc(Br)ccc1OC (stereo not given)	-23%	-2%	?	i	8%	-1.9%
2	O=C(CSc1nc(-c2ccc(F)cc2)cs1)NC(=O)NCc1ccco1	-21%	-5%	i	i	35%[activator]	-0.2%[57.5 µM]
3	Cc1ccccc1S(=O)(=O)NC1OC(=O)C(Cl)=C1Cl (stereo not given)	-24%	-29%	i	i	-7%	-3.2%
4	Cc1cc(NC(=O)CCC(=O)N(CC(=O)NC2CCCC2)Cc2ccc(F)cc2)no1	-3%	-1%	?	i	-9%	-0.1%[57.5 µM]
5	C=CCn1c(-c2ccccc2)nc2nc3ccccc3nc21	8%	25µM*	i	i	-22%	-0.9%[0.369 µM]
6	COC(=O)CSc1ccc2nnc(-c3ccc(OC)c(OC)c3)n2n1	4%	0%	/	/	/	1.1%
7	Cc1cccc(N2CCN(C(=O)C3CCCCC3)CC2)c1C	-5%	2%	/	/	18%	-0.9%
8	COc1cccc(NC(=O)c2oc3ccccc3c2NC(C)=O)c1	10%	34%[activator]	i	i	-1%	-0.8%
9	Nc1ncnc2nc(SCCc3ccccc3)[nH]c12	3%	-7%	i	i	-18%	3.0%
10	Fc1ccc(Nc2ncncc2-c2ccccc2C(F)(F)F)cc1	?	?	i	i	-5%	-1.2%

item	Hsp90 Hop PPI	Tau filament bind	FLuc inh	CRE-bla Fsk	DNA Pol III inh
1	-2%	39%	-2%	-20%	2%
2	-5%	24%	1%	-1%	0%
3	1%	3%	3%	?	-2%
4	2%	-6%	-4%	-4%	-8%
5	-1%	-3%	-13%	2µM*	-3%
6	-3%	-8%	2%	?	-10%
7	3%	23%	3%	?	-2%
8	0%	33%	-5%	0%	13%
9	-2%	10%	-1%	15%	-7%
10	10%	-16%	-4%[2.29 µM]	-6%	-7%

Other entries follow:
item	canonical_smiles	ALOX15 inhib	HADH2 inhib	Texas Red fluor	Rhodamine autofl	ERK AVP block	HBB splicing
11	COc1ccc(Nc2ncnc3nc[nH]c23)cc1OC	3%	-2%	/	/	/	0.4%
12	CCNc1nc(SC(C)C(=O)Nc2ccccc2)nc(N2CCOCC2)n1 (stereo not given)	3%	14%	i	i	-28%	-0.3%
13	COc1cccc(CNc2ccc(S(N)(=O)=O)cc2)c1OC	9%	0%	?	i	-10%	-1.5%
14	O=C(c1ccccc1)c1ccc(N2CCOCC2)c(NC(=O)c2ccco2)c1	-6%	-1%	?	i	-26%	-1.8%
15	O=C(Nc1ccc(S(=O)(=O)N2CCOCC2)cc1)C1COc2ccccc2O1 (stereo not given)	-4%	-5%	/	/	10%	-0.5%[9.22 µM]
16	COc1ccc(NC(=O)c2cc(-c3ccc(C)o3)nc3ccccc23)cc1OC	32µM*	-2%	i	i	-16%	0.7%
17	CCCNC(=O)NC(=O)CSc1nnc(-c2ccncc2)n1CC	3%	26%	?	i	-12%	0.4%[57.5 µM]
18	NC(=O)C1(S(=O)(=O)c2ccccc2)CCCCC1	-5%	-3%	/	/	2%	-1.0%
19	O=C(CCC(=O)N1CCN(c2ccccn2)CC1)Nc1nnc(C2CCCCC2)s1	3%	-18%	i	i	-30%	-1.1%
20	COC(=O)c1c(NC(=O)c2ccc(C)o2)sc2c1CCCCC2	-21%	32µM*	i	i	64%[activator]	1.5%

item	Hsp90 Hop PPI	Tau filament bind	FLuc inh	CRE-bla Fsk	DNA Pol III inh
11	0%	0%	3%	21%	-1%
12	-3%	6%	-1%	?	-3%
13	-3%	-1%	-9%	10%	2%
14	-4%	-12%	0%	?	3%
15	3%	-12%	0%	-3%	3%
16	-12%	48%	2.5µM*	?	-4%
17	-5%	16%	0%	-4%	4%
18	1%	10%	-1%	-5%	-1%
19	-7%	-7%	-3%	6%	-8%
20	?	12%	-27%	?	-5%

Pulled one by one from the list above:
item	canonical_smiles	ALOX15 inhib	HADH2 inhib	Texas Red fluor	Rhodamine autofl	ERK AVP block	HBB splicing
13	COc1cccc(CNc2ccc(S(N)(=O)=O)cc2)c1OC	9%	0%	?	i	-10%	-1.5%
11	COc1ccc(Nc2ncnc3nc[nH]c23)cc1OC	3%	-2%	/	/	/	0.4%

item	Hsp90 Hop PPI	Tau filament bind	FLuc inh	CRE-bla Fsk	DNA Pol III inh
13	-3%	-1%	-9%	10%	2%
11	0%	0%	3%	21%	-1%

Next part
item	canonical_smiles	ALOX15 inhib	HADH2 inhib	Texas Red fluor	Rhodamine autofl	ERK AVP block	HBB splicing
21	COC(=O)[C@@]1(Cc2ccc(F)cc2)[C@H]2c3cc(C(=O)N4CCCC4)n(CCN4CNCC4=O)c3C[C@H]2CN1C(=O)c1ccccc1	/	5%	/	/	-13%	0.8%
22	N#Cc1c(C#N)c(-c2ccccc2)n(-c2ccc(C(=O)O)cc2)c1N	-2%	-5%	?	i	-12%	2.6%[57.5 µM]
23	COc1ccccc1NC(=O)NCc1ccc2c(c1)OCO2	-2%	2%	i	i	-16%	-1.4%
24	CC1CCC(NC(=O)c2cc3c(=O)n(C)c4ccccc4c3n2C)CC1 (stereo not given)	2%	1%	/	/	3%	1.1%
25	COCCCNC(=O)CC(NS(=O)(=O)c1ccc(C)cc1)c1ccco1 (stereo not given)	5%	4%	i	i	11%	1.1%
26	O=C(NC1CCCCC1)C1CCN(S(=O)(=O)c2cccs2)CC1	3%	11%	i	i	4%	-0.9%
27	Cc1cc(NC(=O)CSc2nc3ccsc3c(=O)n2CCCCC(=O)O)no1	10%	-1%	i	i	-21%	4.4%[0.369 µM]
28	COc1ccccc1-c1noc(CCC(=O)Nc2cc(C(F)(F)F)ccc2Cl)n1	?	?	i	i	-9%	-3.2%[1.84 µM]
29	CCN(C(=O)COc1cc(=O)n(C)c2ccccc12)c1cccc(Cl)c1	-7%	5%	i	i	-5%	-0.5%
30	COc1cc(OC)c2c(c1Cl)O[C@@]1(C2=O)[C@H](C)CC(=O)C[C@@H]1OC	3%[25.6 µM]	-12%[25.6 µM]	i	i	8%[25.7 µM]	0.5%[20.6 µM]

item	Hsp90 Hop PPI	Tau filament bind	FLuc inh	CRE-bla Fsk	DNA Pol III inh
21	-4%	4%	/	?	-11%
22	-7%	5%	0%	-10%	-1%
23	-1%	115%	-7%	-5%	-2%
24	-4%[2.3 µM]	163%	-5%	?	-9%
25	1%	-3%	0%	-8%	4%
26	-1%	1%	2%	-11%	0%
27	1%	4%	2%	-8%	-3%
28	?	153%	?	15%	5%
29	-2%	5%	5%	7%	-12%
30	-3%[26 µM]	5%[25.6 µM]	10%[25.5 µM]	-7%[17.1 µM]	0%[25.6 µM]

(further entries)
item	canonical_smiles	ALOX15 inhib	HADH2 inhib	Texas Red fluor	Rhodamine autofl	ERK AVP block	HBB splicing
31	COc1cccc2[nH]c3c(N4CCC(C)CC4)ncnc3c12	-11%	-17%	i	i	-19%	3.3%[57.5 µM]
32	COc1cccc(C2=NOC(C(=O)Nc3cc(OC)c(OC)c(OC)c3)C2)c1 (stereo not given)	0%	4%	i	i	-22%	-3.7%
33	CN(Cc1c(F)cccc1Cl)c1nnnn1-c1ccccc1	-5%	9%	i	i	-5%	-0.1%[57.5 µM]
34	Cn1c(C(=O)NCCN2CCc3ccccc3C2)cc2c(=O)[nH]c3ccccc3c21	-28%	-18%	i	i	28%	-0.4%
35	CCn1c(=O)cc(C(=O)OC)sc1=Nc1ccc(F)c(F)c1	-18%	-9%	/	/	?	-2.2%

item	Hsp90 Hop PPI	Tau filament bind	FLuc inh	CRE-bla Fsk	DNA Pol III inh
31	-5%	11%	-15%	4µM*	-11%
32	3%	0%	-1%	?	-1%
33	1%	1%	4%	1%	-2%
34	-3%	30%	0%	?	-8%
35	-5%	-10%	1%	?	-4%
